NCOA3 inh: SRC3 coactivator transcriptional activity inhibitors, primary screen, cell-based, luminescence | Nuclear receptor coactivator 3 (Homo sapiens), Q9Y6Q9 | HEK293 GAL4-SRC3 luciferase reporter | inhibition, % at 3.6 µM | 360,000 tested, 0.17% active | AID 588352, 2011;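 active = inhibition above a per-campaign cutoff, the mean of all compounds plus 3 SD, cut at about 60% in these data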;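 also: 0% = DMSO-treated cells and 100% = gossypol-treated cells at 36 µM; higher means less SRC3-driven luciferase light from the GAL4 reporter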
C8 TRAIL sens: viability loss with TRAIL in NB7+C8 cells, primary screen, TRAIL sensitizer project, cell-based, ATPlite luminescence; 360,000 tested, 1% active; AID 624354, 2012; inhibition (viability loss, TRAIL sensitization), % at 10 µM;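 active = compounds causing at least 50% loss of cell viability in the single-dose screen, relative to plate controls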
NR2F2 inh: NR2F2 transcriptional activity inhibitors, primary screen, cell-based, luciferase reporter, HEK293T, luminescence; COUP transcription factor 2 (Homo sapiens), P24468; HEK293T NGFI-A luciferase reporter; inhibition, % at 8.6 µM; 370,000 tested, 0.7% active; AID 686940, 2013;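 active = inhibition above a per-plate cutoff, mean inhibition of test wells between control levels plus 3 SD, cut at about 38% in these data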;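 also: cells cotransfected with COUP-TFII expression vector driving the NGFI-A reporter; 0% = median of COUP-TF2 test wells and 100% = reporter-only cells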
LRH-1 inv ag: LRH-1 (NR5A2) inverse agonists, primary screen, cell-based, luminescence, HEK293T, StAR-luciferase reporter; Nuclear receptor subfamily 5 group A member 2 (Homo sapiens), O00482; LRH-1 transfected, 24 h; inhibition, % at 3.6 µM; 360,000 tested, 0.13% active;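 active = inhibition above the mean inhibition of all tested compounds plus 3 SD, cut at about 73% in these data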;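 also: 0% = DMSO wells and 100% = reporter-only cells lacking LRH-1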
Target sequence (O00482 whole entry, looked up): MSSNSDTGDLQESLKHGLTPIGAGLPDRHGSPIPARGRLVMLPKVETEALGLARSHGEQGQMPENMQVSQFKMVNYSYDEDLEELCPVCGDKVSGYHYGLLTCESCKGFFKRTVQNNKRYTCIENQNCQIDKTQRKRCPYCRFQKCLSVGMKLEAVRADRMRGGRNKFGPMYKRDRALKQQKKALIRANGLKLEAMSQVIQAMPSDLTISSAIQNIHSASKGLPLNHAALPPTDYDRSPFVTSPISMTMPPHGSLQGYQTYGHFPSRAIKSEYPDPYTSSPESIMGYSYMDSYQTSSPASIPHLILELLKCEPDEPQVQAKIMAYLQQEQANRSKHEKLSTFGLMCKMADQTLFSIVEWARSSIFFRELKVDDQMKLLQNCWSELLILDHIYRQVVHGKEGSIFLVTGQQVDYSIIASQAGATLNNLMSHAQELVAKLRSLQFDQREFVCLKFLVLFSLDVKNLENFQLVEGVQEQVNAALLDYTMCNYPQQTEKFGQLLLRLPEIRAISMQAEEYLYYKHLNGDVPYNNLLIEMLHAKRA
NOD2 RIPK2 PPI: NOD2-RIPK2 binding disruptors in cells, primary screen, fluorescence, CHO cells, BLA complementation; CCF4 ratio; inhibition, % at 4.98 µM; 360,000 tested, 0.38% active; AID 624267, 2012; in the data active = inhibition above about 21%;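 also: 0% = vehicle only and 100% = reference blocker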
Target sequence (O43353 whole entry, looked up): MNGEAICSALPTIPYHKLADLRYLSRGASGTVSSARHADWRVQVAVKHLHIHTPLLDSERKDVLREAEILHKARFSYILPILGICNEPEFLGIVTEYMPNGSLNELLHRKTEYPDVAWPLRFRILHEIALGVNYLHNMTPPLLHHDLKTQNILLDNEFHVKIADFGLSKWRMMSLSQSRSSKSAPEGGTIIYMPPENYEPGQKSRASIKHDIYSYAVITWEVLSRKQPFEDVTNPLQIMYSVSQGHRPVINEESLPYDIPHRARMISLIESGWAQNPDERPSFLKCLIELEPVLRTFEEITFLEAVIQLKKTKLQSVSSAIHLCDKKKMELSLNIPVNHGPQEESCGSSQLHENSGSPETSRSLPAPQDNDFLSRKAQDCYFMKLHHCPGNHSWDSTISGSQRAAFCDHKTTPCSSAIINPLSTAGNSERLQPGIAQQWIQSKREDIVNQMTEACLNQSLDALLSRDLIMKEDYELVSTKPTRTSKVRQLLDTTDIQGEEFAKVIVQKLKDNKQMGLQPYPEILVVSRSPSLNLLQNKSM
NCOA2 inhibitor: inhibition of GAL4-SRC2 driven luciferase reporter, primary screen, SRC2 inhibitor project, cell-based, luminescence. Nuclear receptor coactivator 2 (Homo sapiens), Q15596. AID 651957, 2012. 370,000 tested, 0.17% active. inhibition, % at 9 µM. HEK293 GAL4-SRC2 luciferase reporter;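 active = inhibition above the mean inhibition of all tested compounds plus 3 SD, set per campaign, cut at about 52% in these data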;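 also: 0% = DMSO treated cells and 100% = cells given Gossypol at 36 µM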
LMP1 NFkB inh: EBV LMP1-driven NF-kappaB luciferase reporter inhibitors, primary screen, cell-based, luminescence, single point | LMP1-induced NF-kappaB luciferase reporter cells | inhibition, % at 12.5 µM | 350,000 tested, 0.69% active; in the data active = inhibition above about 41%;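 also: 0% = neutral control wells and 100% = reference inhibitor control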
TWEAK Fn14 block: inhibitors of TWEAK-Fn14 signaling, primary screen, luciferase reporter cells, uHTS | TWEAK-stimulated Fn14 reporter cells, luciferase luminescence, 8 h | inhibition, % at 10 µM | 360,000 tested, 2% active | AID 1159606, 2016; in the data active = inhibition above about 50%
SRC1 inh: SRC1 coactivator transcriptional activity inhibitors, primary screen, cell-based, luminescence; 360,000 tested, 0.12% active; HEK293 GAL4-SRC1 luciferase reporter; Nuclear receptor coactivator 1 (Homo sapiens), Q15788; inhibition, % at 3.6 µM;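 active = inhibition above the campaign mean plus 3 SD, with each screening campaign given its own cutoff, cut at about 60% in these data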;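 also: 0% = DMSO treated cells and 100% = gossypol at 36 µM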
TLR9-MyD88 inh: inhibitors of TLR9-MyD88 association in cells, primary screen, cell-based, CHO, BLA complementation, fluorescence | 340,000 tested, 0.21% active | inhibition, % at 4.98 µM | CCF4 FRET ratio;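 active = inhibition above the mean over all tested compounds plus 3 SD, cut at about 21% in these data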;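 also: 0% = DMSO only wells and 100% = clavulanate BLA inhibitor control wells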
TROY signal inh: inhibitors of TROY-driven NF-kB signaling, primary screen, Q293 LMP1-TROYcd cells, NF-kB luciferase, uHTS. 360,000 tested, 0.98% active. Q293 LMP1-TROYcd NF-kB luciferase reporter, 4 h. inhibition, % at 10 µM;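 active = compounds whose plate-normalised and pattern-corrected inhibition of the luciferase reporter signal at the single screening dose is 50% or more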
* hit, by the source's call; . = not tested or not shown; & = joins results of further samples. Some of the compounds tested; count on the stated rates, not on these rows.

SMILES | NCOA3 inh | C8 TRAIL sens | NR2F2 inh | LRH-1 inv ag | NOD2 RIPK2 PPI | NCOA2 inhibitor | LMP1 NFkB inh | TWEAK Fn14 block | SRC1 inh | TLR9-MyD88 inh | TROY signal inh
CC(C)CC(OC(=O)c1nsc(Cl)c1Cl)C(=O)NCc1cccs1 (stereo not drawn) | 1 | -21 | 9 | -8 | -7 | 4 | -2 | -10 | -18 | 4 | 1
COc1cc(N)c(Cl)cc1NC(=O)c1ccccc1 | 5 | -4 | 10 | -4 | -5 | -12 | -7 | -2 | -3 | -4 | 2
CCOc1ccc(N2CC(C(=O)NCCN3C(=O)S/C(=C\c4cccnc4)C3=O)CC2=O)cc1 (stereo not drawn) | -13 | 1 | -8 | 16 | -4 | -18 | 32 | 0 | -34 | -1 | 11
O=C(Cn1cncn1)N/N=C/c1cc([N+](=O)[O-])ccc1O | -1 | -1 | 15 | 11 | -4 | -10 | 8 | 13 | -30 | 6 | -8
O=C(c1ccco1)N1CCN(S(=O)(=O)c2ccc(S(=O)(=O)NC3CC3)cc2)CC1 | -1 | 13 | -7 | 7 | 4 | 13 | 2 | -1 | 4 | 5 | 9
O=C(CN1CCN(c2ccccn2)CC1)Nc1ccccc1F | 1 | 9 | 17 | -12 | -1 | 5 | -18 | 4 | 2 | 6 | 2
CCCN(CC(=O)Nc1ccccc1OC)C(=O)CSc1ccc(Br)cc1C | 6 | -3 | 5 | 6 | 1 | -24 | 6 | -6 | 1 | 6 | -7
COc1cccc(-c2cc(C(=O)N3CCCCCC3)no2)c1 | -109 | -8 | -43 | -158 | -8 | -2 | -1 | 44 | -113 | 0 | -16
COc1cc(OC)c(CN2CCCCCCC2)cc1Br | 20 | 12 | -11 | 8 | -1 | 0 | 6 | 4 | 15 | 2 | -5
CC(=O)N1N=C(c2ccccc2)CC1c1ccc2c(c1)OCO2 (stereo not drawn) | -5 | -9 | -4 | -4 | 3 | -5 | -1 | -25 | -32 | -1 | -51
CCN1CCN(CC(=O)c2c(C)n(C)c3ccc(OC)cc23)CC1 | 1 | 2 | 6 | 11 | 10 | -8 | -1 | -3 | 2 | 0 | 12
CCCCN(C=O)c1c(CC)nc2ccc(C(=O)NCc3ccc4c(c3)OCO4)cn12 | -8 | 7 | -23 | -1 | -6 | -15 | . | -2 | -10 | . | -1

The closing 2 records of the section above come first, to join the parts:
SMILES | NCOA3 inh | C8 TRAIL sens | NR2F2 inh | LRH-1 inv ag | NOD2 RIPK2 PPI | NCOA2 inhibitor | LMP1 NFkB inh | TWEAK Fn14 block | SRC1 inh | TLR9-MyD88 inh | TROY signal inh
CCN1CCN(CC(=O)c2c(C)n(C)c3ccc(OC)cc23)CC1 | 1 | 2 | 6 | 11 | 10 | -8 | -1 | -3 | 2 | 0 | 12
CCCCN(C=O)c1c(CC)nc2ccc(C(=O)NCc3ccc4c(c3)OCO4)cn12 | -8 | 7 | -23 | -1 | -6 | -15 | . | -2 | -10 | . | -1
C=CCOc1ccccc1/C=N/n1nnnc1N | -6 | -4 | -9 | 1 | 9 | 7 | 6 | 9 | 2 | -6 | -7
CCCCN(C)CCNC(=O)CSCc1ccc(C)cc1 | -3 | 2 | -1 | 9 | -5 | 0 | -7 | -6 | -14 | 0 | 9
CCOC(=O)C1(c2ccccc2)SC(C(=O)OCC)(c2ccccc2)S1 (stereo not drawn) | 0 | -4 | -8 | -23 | -3 | 20 | 8 | 25 | -9 | 2 | -7
COC(=O)c1sccc1NC(=O)c1ccc(C)cc1 | -6 | -6 | -3 | 6 | 5 | -4 | 1 | -18 | -5 | 7 | -8
CCN(CC)S(=O)(=O)c1ccc(NC(=O)c2ccccc2N(C)S(C)(=O)=O)cc1 | -12 | 0 | -1 | -1 | 9 | -9 | 10 | -7 | 10 | 5 | 9
CC(NC(=O)c1ccccc1F)c1nnc(SCC(=O)NC2CCCC2)n1C (stereo not drawn) | -2 | 11 | -12 | -10 | -9 | 13 | -12 | 21 | -1 | -2 | -6
O=C(COC(=O)c1cccc(C(=O)OCC(=O)NCc2ccc(F)cc2)n1)NCc1ccc(F)cc1 | 5 | -15 | -9 | 3 | 5 | 5 | -8 | 6 | 8 | -3 | 7
CCOc1cc(/C=C2/C(=O)NN(c3cccc(Cl)c3)C2=O)ccc1O | -8 | -6 | -8 | 25 | -2 | 3 | 1 | -16 | -42 | -11 | -17
Cc1nn(Cc2ccccc2)c(C)c1NC(=O)CSc1nc2c(c(C(F)(F)F)n1)CCc1ccccc1-2 | 10 | -21 | 2 | -12 | -1 | -13 | 1 | 4 | -2 | -6 | -2
O=C(NC1CCCCC1)C1CCC(CNS(=O)(=O)c2cccc3nsnc23)CC1 (stereo not drawn) | -6 | 0 | -7 | 6 | -7 | -1 | 0 | -7 | -6 | 2 | -2
CC(C)(C)NC(=O)C1CCN(C(=O)c2ccc(-c3ccccc3)cc2)CC1 | -1 | 22 | 15 | -12 | 2 | 21 | 5 | 4 | 9 | 3 | 11
CC(O)CC(=O)OC[C@]12CC[C@H]3[C@@](C)(CC[C@H]4C(C)(C)CCC[C@]34C)[C@@H]1CC(C1=CC(=O)OC1O)O2 (stereo partly drawn) | 58 | 86* | 87* | 78* | 14 | 42 | . | 106* | 38 | . | 89*
COc1cccc(NC(=O)C(c2ccccc2)N2CCCCC2)c1 (stereo not drawn) | 11 | 2 | -1 | 3 | 2 | -21 | -2 | -1 | 3 | -3 | 12
CN(C(=O)c1ccc(NC(=O)Cc2ccc(NC(=O)C3CCN(C(=O)C4CC4)CC3)cc2)cc1)C1CC1 | -2 | -2 | 3 | 6 | 1 | 1 | -5 | -14 | 8 | -6 | 4
CS(=O)(=O)N(CC(=O)NCc1ccccc1)Cc1ccc(Cl)cc1 | -3 | -2 | 1 | 15 | -8 | -27 | 4 | -6 | -4 | -7 | 19
CCCOc1ccc(OCC(=O)c2[nH]c(C)c(C(C)=O)c2C)cc1 | 9 | 7 | . | 18 | -7 | . | 5 | 23 | 5 | -11 | 15
CCc1ccccc1Nc1nc(N)nc(COC(=O)C2=COCCO2)n1 | 10 | 1 | -16 | 3 | 1 | -12 | 0 | -29 | -13 | 0 | -17
COc1ccc(Cl)cc1S(=O)(=O)Nc1cccc(C(=O)O)c1 | 16 | 0 | 12 | 9 | 0 | 4 | -7 | -8 | 6 | -2 | 2
CCCc1cc(C(=O)OC)c(NC(=O)CCCC(=O)O)s1 | 15 | 1 | 23 | 3 | -3 | 7 | 5 | -11 | 19 | 0 | -4
C/C(N)=C(/C#N)C(=O)CSc1nnc(-c2ccc(OC(F)F)cc2)o1 | -86&-76 | -2&4 | -20&-50 | -182&-114 | -7&-4 | -59&-34 | -51&-46 | -20&-17 | -72&-144 | 2&3 | -55&-30
Nn1c(SCC(=O)Nc2ccc(S(=O)(=O)N3CCCC3)cc2)nnc1C(F)(F)F | 4 | 12 | -9 | -7 | 3 | 3 | -13 | 3 | -6 | 2 | 5
Cc1cc(NC(=O)Cn2c(=O)oc3ccccc32)no1 | -1 | -28 | -19 | 2 | -8 | 6 | 8 | -4 | 6 | 8 | -18
COc1ccccc1NC(=O)CCS(=O)(=O)c1cc2c(cc1Cl)NC(=O)CO2 | -5 | 0 | 23 | 1 | -6 | 1 | 2 | 6 | 2 | -9 | 1
COC(=O)Cn1c(=NC(=O)C2COc3ccccc3O2)sc2cc(S(N)(=O)=O)ccc21 (stereo not drawn) | 3 | -16 | 20 | 2 | -1 | 5 | -6 | -4 | -24 | -6 | 3
COC(=O)c1ccc(NCc2c(O)ccc(O)c2Br)cc1Cl | -27 | 24 | 20 | -69 | -7 | 31 | -48 | 80* | -51 | -7 | 23
COc1ccc(CCNC(=O)c2nnn(CC(=O)Nc3ccccc3C)c2N)cc1OC | -29 | 8 | 7 | 8 | -3 | 32 | -4 | 4 | 3 | 4 | 8
O=C(Nc1ccc(O)c(-c2nc3ccccc3s2)c1)c1cccs1 | 16 | 6 | 18 | -1 | -3 | -17 | -6 | 0 | 9 | -3 | -19
COc1ccccc1NC(=O)CSc1nc(=O)n(CCN(C)C)c2c1CCCC2 | -18 | -7 | -2 | 3 | 2 | -23 | -14 | -5 | -9 | 9 | -15
O=C(NCc1ccncc1)C(=O)Nc1nc(C23CC4CC(CC(C4)C2)C3)cs1 | 20 | 12 | 10 | -6 | 1 | 2 | 6 | 76* | 4 | -10 | 57*
COc1ccc(S(=O)(=O)NCC2CCC(C(=O)NCc3ccc(F)cc3)CC2)cc1 (stereo not drawn) | -5 | 7 | 1 | 8 | 3 | -8 | -6 | 0 | 12 | 12 | 5
O=C(NCCc1ccc(F)cc1)C1CCCCC1 | -6 | 5 | -15 | 13 | -3 | -28 | -26 | -9 | -17 | 3 | -11
O=C(NCc1cccnc1)c1cc(C2CCCCN2C(=O)c2ccc(Cl)cc2)on1 (stereo not drawn) | 10 | -16 | 14 | -2 | -1 | -5 | . | -22 | -1 | . | 10
O=C(Nc1ccc(N2CCOCC2)cc1)c1cccc2c(Br)cccc12 | -5 | -2 | -8 | 6 | 1 | -13 | 7 | 10 | -2 | 2 | 9
FC(F)(F)c1ccccc1NC(=S)N/N=C1\CC2CC=CC12 (stereo not drawn) | 7 | -11 | -5 | -8 | 0 | -1 | -5 | 18 | -5 | -3 | 17
CCC(=O)c1c[nH]c(C(=O)NCc2cccnc2)c1 | 1 | -8 | -1 | 4 | -9 | 11 | 4 | 3 | -6 | -5 | 2
CC(C)(C)N(Cc1ccccc1)C(=O)c1cc2ccccc2o1 | -4 | 5 | 5 | 12 | 2 | 5 | -13 | -14 | -4 | -7 | 3
O=C(C=NNc1ccccc1)c1ccccc1 | -128 | 15 | -42 | -140 | -7 | -64 | -45 | 11 | -129 | 5 | -36
O=C(Nc1nc(-c2ccc(-c3ccccc3)cc2)cs1)c1cc([N+](=O)[O-])ccc1N1CCOCC1 | -5 | 2 | -2 | 1 | 1 | -5 | 2 | 17 | -16 | 2 | 5
O=C(NC(=S)Nc1ccc(Oc2ccccc2)cc1)c1ccc(Cl)cc1 | -20 | 20 | -22 | 0 | 10 | -12 | 3 | 7 | 12 | -1 | -10
CC(C)N(C(=O)Cn1cc(SCC(=O)N2CCCC2)c2ccccc21)C(C)C | 12 | 10 | -27 | 5 | -4 | -5 | 2 | 5 | -1 | 6 | 0
CC1CCCCC1NC(=O)Cc1ccc(S(=O)(=O)N2CCOCC2)s1 (stereo not drawn) | -34 | -2 | 8 | 12 | -3 | 17 | 3 | -6 | -12 | 5 | -1
CSc1nsc(/C=C/Nc2ccc(F)cc2)c1C#N | 4 | -1 | 16 | 9 | -14 | 1 | -4 | 30 | -27 | -6 | -18

Compound activity deposited in PubChem by several laboratories.
